# S3 lipid droplet: qHTS Assay for Lipid Storage Modulators in Drosophila S3 Cells; Drosophila S3 cells, BODIPY lipid droplet fluorescence, 18-24 h; cells fed with added oleic acid; 0.64% of 320,000 active; lipid storage change, negative = inhibition, % at the top dose, mostly 46.1 µM; hits show Potency in µM; AID 2685, 2010; active means well fitted inhibition curve with a large enough effect in the signal ratio, with a control signal flat, not every such curve was filed as active; inconclusive means small, poorly fitted or top-dose-only effect, or effect the other way, or a change in a side signal; the % refers to the signal ratio
#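 Laser-scanning cytometry quantifies lipid droplet accumulation (500–530 nm total intensity; droplet/cell object ratio) in oleic acid-fed (400 uM added) Drosophila S3 cells treated with a concentration series. 20 uM Triacsin C defined 100% inhibition.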
# S3 lipid droplet cell count max: second read-out of S3 lipid droplet, no call of its own (marks repeat the call); cell number change, %; measured here: cell count max response;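 cells counted by Cell Tracker Red CMTPX staining in the red channel; peak over a dose series mostly up to 46.1 µM; percent activity relative to internal control wells on each plate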
# Starred values were filed as active, the others as inactive; i = inactive; ? = inconclusive; . = not tested or not shown; [ ] = another dose, or the depositor's remark. On the % scale 0 is the no-effect control and ±100 the full control effect; potency means the concentration at half of the fitted maximal effect. Only part of the results is shown; the hit share may differ from the screen's.
compound,S3 lipid droplet cell count max,S3 lipid droplet
CC(O)CC(C(=O)NNc1ccccc1)C(=O)NNc1ccccc1 (stereo not given),.,?
COc1ccc(C)cc1NC(=O)C(=O)NNC(=O)c1ccco1,.,i
Cc1ccc(OCCSc2nc(N)cc(N)n2)cc1,-6.1,5.0%
CCC1CCCCN1S(=O)(=O)c1ccc(C(=O)N(CCCN(C)C)c2nc3cc4c(cc3s2)OCO4)cc1 (stereo not given),.,?
Cc1ccc2oc(=O)c3cnn(CC(=O)N(CCCN4CCOCC4)Cc4ccco4)c3c2c1,.,?
CN1C(=O)c2ccccc2C(C(=O)NCc2ccco2)C1c1c[nH]c2ccccc12 (stereo not given),.,?
CCCC(=O)Nc1ccc(NC(=O)c2cccc(OC)c2)nc1,8.0,5.1%
C=CCSc1nc2ccccc2n1Cc1nnc(-c2cccs2)o1,9.0,-2.1%
Cc1ccccc1C(=O)NC(C(=O)Nc1nc2c(s1)CCCC2)C(C)C (stereo not given),6.0,5.6%
Cc1ccc(NC(=O)C2C3C=CC4(O3)C2C(=O)N(CCN2CCOCC2)C4C(=O)NC2CCCCC2)cc1C (stereo not given),.,?
COc1ccc(C(=O)N2CCN=C2c2ccccc2)cc1OC,-5.5,26.4%
COc1ccc(N2CCN(C(=O)CSc3nc4c(c(=O)n(C)c(=O)n4C)n3C(C)C)CC2)cc1,.,?
Cc1ccc(C(=O)N2CCN(c3ccc(NC(=O)c4cccnc4Cl)cc3)CC2)cc1,.,?
CCOc1ccc2cc(C(=O)c3ccccc3)c(=O)oc2c1,.,?
Cc1cccc(N2CCN(C(=O)CCS(=O)(=O)c3ccc(Br)cc3)CC2C)c1 (stereo not given),2.8,2.3%
Cc1ccc(C2(C)NC(=O)N(CC(=O)c3ccc4c(c3)OCCO4)C2=O)cc1 (stereo not given),-22.2,3.4%
CCCn1nc(C(=O)NCCc2ccc(S(N)(=O)=O)cc2)c2ccccc2c1=O,8.2,15.9%
CN(C)C(CNC(=O)c1cccc(S(=O)(=O)NCc2ccccc2)c1)c1ccco1 (stereo not given),.,?
Cc1onc(-c2ccccc2Cl)c1C(=O)Nc1ccc(F)c(F)c1,13.7,12.4%
CCN(CC)CCCNC(=O)CSc1nc(C)cc(C)n1,.,?

# For reference, some entries already given.
compound,S3 lipid droplet cell count max,S3 lipid droplet
Cc1ccc(C(=O)N2CCN(c3ccc(NC(=O)c4cccnc4Cl)cc3)CC2)cc1,.,?
CCOc1ccc2cc(C(=O)c3ccccc3)c(=O)oc2c1,.,?
Cc1cccc(N2CCN(C(=O)CCS(=O)(=O)c3ccc(Br)cc3)CC2C)c1 (stereo not given),2.8,2.3%
Cc1ccc(C2(C)NC(=O)N(CC(=O)c3ccc4c(c3)OCCO4)C2=O)cc1 (stereo not given),-22.2,3.4%
CCCn1nc(C(=O)NCCc2ccc(S(N)(=O)=O)cc2)c2ccccc2c1=O,8.2,15.9%

# Remaining list, next part
compound,S3 lipid droplet cell count max,S3 lipid droplet
CCOC(=O)C1CCN(c2c(NCc3ccc(C(=O)NC(C)CC)cc3)c(=O)c2=O)CC1 (stereo not given),6.7,-1.4%
COc1cccc(CN2CCNC(=O)C2CC(=O)NCCc2ccccn2)c1 (stereo not given),-2.6,-2.0%
COc1ccc(C)cc1NC(=O)NNC(=O)c1ccoc1C,.,?
CNc1nc(C)nc(N/N=C/c2ccccc2)n1,1.1,25.0%
CC(C)CCC(C)NC(=O)Cc1ccc(S(=O)(=O)N2CCOCC2)s1 (stereo not given),-14.3,-12.3%
CCOC(=O)c1c(CC(C)C)csc1N,.,i
O=[N+]([O-])c1cc(C(F)(F)F)cc([N+](=O)[O-])c1NCc1cccnc1,13.0,0.0%
Cc1ccc(OCc2cc(C(=O)NC(C)Cc3cccnc3)no2)cc1C (stereo not given),.,?
COc1ccc(C/C(C)=N/NC(=O)c2ccncc2)cc1,.,?
CC1=CN2C(=N)/C(=C/c3ccc(C)o3)C(=O)N=C2S1,-10.7,-1.2%
Cc1ccc(S(=O)(=O)N2CCN(CC(=O)NC3CCCc4ccccc43)CC2)c(C)c1 (stereo not given),.,?
O=C1CN(C(=O)COC(=O)CCS(=O)(=O)c2ccccc2)c2ccccc2N1,.,?
Cc1cc(C)c(C(=O)COC(=O)C2CC3CCCC(C2)C3=O)c(C)c1 (stereo not given),16.4,-18.7%
COc1cccc(CN2CC(C(=O)NCCc3ccc(C)s3)CCC2=O)c1 (stereo not given),.,?
O=C(CSc1nnc(-c2ccccc2Br)o1)N1CCOCC1,.,?
O=C(CSc1nnc(NC(=O)c2c(F)cccc2F)s1)NCc1ccc(F)cc1,-25.1,i
COc1ccc(S(=O)(=O)NCC2CCCN(C(=O)C=C(C)C)C2)cc1 (stereo not given),-5.6,0.4%
Cc1ccccc1C(=O)N1CCc2ccccc2C1,.,?
COc1cccc(CNC(=O)c2n[nH]c3ccccc23)c1,.,?
Cc1ccsc1C(=O)N1CCCC(CCC(=O)NCc2ccc(F)c(F)c2)C1 (stereo not given),0.1,3.1%

# 3 of the entries above in order of the S3 lipid droplet cell count max value, rising.
compound,S3 lipid droplet cell count max,S3 lipid droplet
O=C(CSc1nnc(NC(=O)c2c(F)cccc2F)s1)NCc1ccc(F)cc1,-25.1,i
Cc1ccsc1C(=O)N1CCCC(CCC(=O)NCc2ccc(F)c(F)c2)C1 (stereo not given),0.1,3.1%
Cc1cc(C)c(C(=O)COC(=O)C2CC3CCCC(C2)C3=O)c(C)c1 (stereo not given),16.4,-18.7%

# Additional structures.
compound,S3 lipid droplet cell count max,S3 lipid droplet
Cc1cc(C)n(C(=O)CNC(=O)Cc2ccccc2)n1,.,?
O=C(CN1C(=O)c2ccccc2S1(=O)=O)N1CCOCC1,5.8,i
CC(C)C[C@@H](CO)N1CCN(CCCc2ccccc2)CCC1=O,8.1,24.7%
CC(=O)n1nc(-c2ccc(Cl)cc2)nc1NCc1ccco1,.,i
CCc1nnc(NS(=O)(=O)c2ccc(NC(=S)NC(=O)/C=C/c3ccccc3)cc2)s1,-3.5,3.3%
COC(=O)c1cccc(-c2ccc(C(c3c(C)[nH][nH]c3=O)c3c(C)[nH][nH]c3=O)o2)c1,.,?
COc1ccc(C(C)=O)cc1COC(=O)CCNS(=O)(=O)c1ccc(C(C)=O)cc1,.,?
Cc1cccc(Nc2nnc(SC/C(O)=C(\C#N)c3nc4ccccc4[nH]3)s2)c1C,.,?
CCCCCCOC(=O)C(C#N)c1nc2ccccc2nc1N1CCN(CC)CC1 (stereo not given),.,?
COc1ccccc1CNC(=O)C(=O)c1cn(CC(=O)N2CCOCC2)c2ccccc12,.,?
O=C(C1CC=CCC1)N1CCN(S(=O)(=O)c2ccc(F)cc2)CC1 (stereo not given),-12.7,i
CCCCn1c(O)c(N=NC(=O)c2ccncc2)c2cc(Br)ccc21,-10.1,i
O=C(COC(=O)Cc1ccc(S(=O)(=O)N2CCOCC2)s1)NCc1ccccc1,.,?
COc1ccc(CC(=O)NC(=S)Nc2ccc(S(=O)(=O)NC(C)(C)C)cc2)cc1,-14.3,-13.2%
Cc1c(C(=O)NCC(C)C)sc2nc(-c3ccc(F)cc3)cn12,.,?
CCCN(Cc1cc2ccccc2[nH]c1=O)C(=O)c1cccc([N+](=O)[O-])c1,8.8,6.1%
COc1cccc(/C=C/C(=O)OCC(=O)c2c(N)n(C)c(=O)n(C)c2=O)c1,.,?
O=C(NCCN1CCOCC1)c1ccc2c(c1)ncn2C1CCCCC1,1.9,4.3%
CCOC(=O)N1CCN(C(=O)COc2ccc(Cl)cc2)CC1,10.6,-15.5%
COC(=O)Nc1ccc(OCC(=O)N2CCOCC2)cc1,.,?
CCS(=O)(=O)N1Cc2ccccc2CC1C(=O)Nc1ccccc1OC (stereo not given),.,?
O=C(N/N=C\c1ccc(O)c([N+](=O)[O-])c1)C1COc2ccccc2O1 (stereo not given),.,?
Cc1ccc(C2/C(=C(/O)c3ccc(Cl)cc3)C(=O)C(=O)N2CC2CCCO2)o1 (stereo not given),.,-26.5%
CCC(NS(=O)(=O)c1cnn(CC)c1)c1ccccc1 (stereo not given),.,?
CC(C)(C)N1CC(c2nc3ccccc3n2Cc2ccc(Cl)cc2)CC1=O (stereo not given),.,?
Cc1ccc(-c2cc(-c3ccco3)c(C#N)c(=O)[nH]2)cc1,-1.3,-13.9%
N#Cc1ccc(-c2ccccc2)nc1Sc1ccc(F)cc1,.,?
CCN(CCCNC(=O)C1CCC(=O)N1C(C)C)c1cccc(C)c1 (stereo not given),0.6,-10.2%
O=C(O)CCC(=O)N1CCc2cc(S(=O)(=O)NC3CCCC3)ccc21,5.4,-11.1%
O=S1(=O)N=C(Oc2cccc3ccccc23)c2ccccc21,3.2,-1.0%
CCc1ccc(N2CC(C(=O)OCC(=O)Nc3cc(C)on3)CC2=O)cc1 (stereo not given),.,?
CCNC(=O)O/N=C1\CCCCC1c1ccc([N+](=O)[O-])cc1[N+](=O)[O-] (stereo not given),-12.6,0.7%
CC(=O)c1ccc(N2CCN(Cc3nc4ccccc4[nH]3)CC2)cc1,-21.0,i
COc1ccc(Cl)cc1NS(=O)(=O)c1c(C)[nH]c(C)c1C(=O)N1CCCCC1,-11.6,i
FC(F)(F)c1cccc(OCCN2CCN(Cc3ccccc3)CC2)c1,.,?
CCCCCC(C)NC(=O)c1ccoc1C (stereo not given),0.4,0.9%
O=C(Cn1cnc2c(nnn2-c2ccccc2)c1=O)N1CCC(Cc2ccccc2)CC1,.,?
COc1ccc(Cc2nc3ccc(C(=O)NCCn4cccn4)cc3o2)cc1,.,?
CCC(C(=O)N1CCc2ccccc2C1)n1nc(C)n2c(cc3occc32)c1=O (stereo not given),-5.7,21.6%
Cc1c(Cl)cccc1NC(=O)N1CCCN(c2nc(-c3ccccc3)ns2)CC1,-13.5,0.5%
O=C1CC(C(=O)N(c2ccc(F)cc2)C(C(=O)NC2CCCC2)c2ccccn2)CS1 (stereo not given),.,?
Cc1cc(C)c2c(CC(=O)NN(C)C)coc2c1,-1.2,4.7%
CCOC(=O)c1c(NC(=O)CSc2ccccc2C(=O)O)sc(C)c1C,2.9,24.0%
Cc1ccc(C(=O)CSc2nnc(CNc3ccc(F)cc3)o2)cc1,16.9,0.0%
COc1ccc(S(=O)(=O)N2CCC(C(=O)N[C@@H](C)C(=O)NCc3ccccc3OC)CC2)cc1,.,?
COc1ccc(Oc2ncccc2NC(=O)c2cccc(C)c2C)cc1,-6.5,12.0%
N#CCCN(Cc1cccnc1)S(=O)(=O)c1ccc(S(=O)(=O)NC2CCCCC2)cc1,.,?
CCCN(C(=O)c1ccccc1Cc1ccccc1)C1CCS(=O)(=O)C1 (stereo not given),.,-44.8%[0.0737 µM]
O=C(O)c1occc1CSc1ccccc1,.,?
CC1CC(C)CN(CCCNC(=O)c2nn(C)c3c2CS(=O)(=O)c2ccccc2-3)C1 (stereo not given),.,?

# Continuation.
compound,S3 lipid droplet cell count max,S3 lipid droplet
CC(=O)N1CCN(C(=O)c2cccc(S(=O)(=O)Nc3ccc(C)cc3)c2)CC1,.,?
Cc1ccc(-c2noc(CCC(=O)NCCCN3CCN(c4cccc(Cl)c4)CC3)n2)cc1,.,?
CCOC(=O)N=S(=O)(Oc1ccc([N+](=O)[O-])cc1)c1ccc(Cl)cc1 (stereo not given),-2.2,0.7%
CCOC(=O)C1CCCN(c2cc(=O)n(Cc3ccc(F)cc3)c(=O)[nH]2)C1 (stereo not given),.,?
CC(C#N)Sc1nnc(Nc2ccccc2)s1 (stereo not given),.,10.1%
CC(=O)c1cccc(NC(=O)CN(C)S(=O)(=O)c2ccc3c(c2)CCC(=O)N3)c1,-11.0,15.0%
Cc1cc(Nc2ccc(Cl)cc2)n(-c2cccc(Cl)c2)n1,.,?
Cc1cccc(C(=O)Nc2cccc(S(=O)(=O)NCc3ccco3)c2)c1,-8.6,12.5%
CC(OC(=O)C1CSC2(C)CCC(=O)N12)C(=O)Nc1cccc(C#N)c1 (stereo not given),.,?
C=CCn1c(SCc2c(C)noc2C)nc2ccccc2c1=O,.,?
C/C(=N/NC(=O)c1ccc(-c2ccccc2)cc1)c1cccc(O)c1,16.8,-0.2%
CCCn1c2ccccc2c2cnn(CC(=O)OC)c(=O)c21,13.5,15.9%
Cc1cc(C(F)F)n2nc(C(=O)Nc3cc(C)on3)nc2n1,.,?
C/C(=N\OC(=O)c1ccc(C)cc1)c1sc(C)nc1C,.,?
COc1ccc(OCC(=O)N/N=C(\C)c2ccc(OC)cc2)cc1,.,?
COc1cccc(CN(C)C(=O)c2cccc(OC3CCN(C4CCCC4)CC3)c2)c1,-9.5,-11.8%
COc1ccc(C(=O)/C=C/c2cn(CC(O)CN3CCOCC3)c3ccccc23)cc1 (stereo not given),-11.7,-20.6%
Cc1cc(NC(=O)CSc2nnc(CNC(=O)c3cccc(C(F)(F)F)c3)o2)no1,.,?
O=C1/C(=C/c2cccc([N+](=O)[O-])c2)Oc2cc(O)ccc21,.,?
CC1(C)CC(=O)C(C(C2=C(O)CC(C)(C)CC2=O)c2ccc([N+](=O)[O-])cc2)C(=O)C1 (stereo not given),2.3,4.4%

# Screens (PubChem BioAssay)
